UGM FP inh – blocks M. tuberculosis UGM enzyme | purified UGM, fluorescence polarization probe displacement | inhibition, % at 10 µM | actives 0.06% (n = 320,000); in the data active means inhibition above about 10%, passing the limit was not always enough; inconclusive means no clear call, values can overlap the other calls
Target sequence (P9WIQ1 whole entry, looked up): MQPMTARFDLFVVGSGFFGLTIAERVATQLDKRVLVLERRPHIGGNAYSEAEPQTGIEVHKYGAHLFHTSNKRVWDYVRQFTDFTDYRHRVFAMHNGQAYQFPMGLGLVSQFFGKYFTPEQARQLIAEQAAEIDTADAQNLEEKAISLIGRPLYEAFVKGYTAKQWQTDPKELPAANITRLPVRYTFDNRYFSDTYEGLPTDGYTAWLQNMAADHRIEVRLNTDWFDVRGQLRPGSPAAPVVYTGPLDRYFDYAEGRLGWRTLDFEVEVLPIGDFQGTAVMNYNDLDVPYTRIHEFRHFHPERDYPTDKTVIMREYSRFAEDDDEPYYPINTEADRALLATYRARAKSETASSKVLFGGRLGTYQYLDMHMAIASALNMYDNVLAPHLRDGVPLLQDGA
PrPC TRFRET – reduces human prion protein on the cell surface | actives 0.43% (n = 370,000) | AID 720596 | cell surface PrPC, TR-FRET read-out | inhibition, % at 13.8 µM; in the data active means inhibition above about 24%; further: 0% = median of the test wells and 100% = reference compound wells
BoNT-A LC inh2 – inhibitors of Botulinum neurotoxin A light chain protease. multiplex microsphere protease substrate cleavage, flow cytometry. inhibition, % at 10 µM. actives 0.17% (n = 360,000); in the data active means inhibition above about 30%; inconclusive means no clear call, values can overlap the other calls; further: plate controls were buffer without enzyme for full effect and enzyme alone for no effect
BioA inh – BioA (M. tuberculosis) enzyme inhibition; actives 0.096% (n = 360,000); inhibition, % at 9.99 µM; purified M. tuberculosis BioA enzyme, plate reader; in the data active means inhibition above about 40%; inconclusive means no clear call, values can overlap the other calls
FBA Mtb inh – inhibitors of M. tuberculosis fructose-bisphosphate aldolase | P9WQA3 | purified M. tuberculosis FBA, fluorescence read-out | inhibition, % at 1 µM | actives 2.3% (n = 360,000); in the data active means inhibition above about 27%;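 further: 0% = vehicle and 100% = reference inhibitor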
Target sequence (P9WQA3 whole entry, looked up): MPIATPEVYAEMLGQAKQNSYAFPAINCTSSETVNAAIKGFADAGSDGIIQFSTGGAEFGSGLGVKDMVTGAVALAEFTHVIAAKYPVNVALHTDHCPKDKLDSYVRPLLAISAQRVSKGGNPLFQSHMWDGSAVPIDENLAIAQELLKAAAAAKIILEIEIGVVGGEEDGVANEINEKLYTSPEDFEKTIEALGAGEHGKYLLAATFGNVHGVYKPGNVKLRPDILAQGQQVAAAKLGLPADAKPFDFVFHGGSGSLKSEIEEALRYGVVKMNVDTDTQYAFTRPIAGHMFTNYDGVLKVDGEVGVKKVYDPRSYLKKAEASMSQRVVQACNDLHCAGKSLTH
CCHFV vOTU inh – blocks the CCHF virus ovarian tumor domain protease; AID 651958; actives 0.55% (n = 370,000); CCHFV vOTU protease, Pep-AMC fluorescence; inhibition, % at 11.5 µM; further: 0% = vehicle wells with enzyme and 100% = no enzyme wells
FadD28 binding – blocks FadD28 binding to the bisubstrate probe; fluorescence polarization; inhibition, % at 12.5 µM; actives 0.22% (n = 360,000); AID 588549; in the data active means inhibition above about 8.5%, passing the limit was not always enough; inconclusive means no clear call, values can overlap the other calls
GDH-TPI counter – inhibits GDH-TPI coupling enzymes, artifact for Mtb FBA screen; GDH-TPI coupled enzyme counterscreen, NADH absorbance; inhibition, % at 4.8 µM; actives 1.2% (n = 360,000);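 further: 0% = DMSO wells and 100% = wells lacking the enzyme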
BoNT-F LC inh – blocks Botulinum neurotoxin F light chain protease; Multiplex microsphere protease cleavage assay, flow cytometry; inhibition, % at 10 µM; actives 0.22% (n = 360,000); AID 588497; in the data active means inhibition above about 35%, passing the limit was not always enough; inconclusive means no clear call, values can overlap the other calls; further: plate controls were buffer without enzyme for full effect and enzyme alone for no effect
* hit, by the source's call; ? = inconclusive; · = no result given. Unless noted, no stated cut-off is given here; in the data, active means inhibition above about 30%; inactive means the rest.

Start of the data: the first four compounds (preview)
SMILES	UGM FP inh	PrPC TRFRET	BoNT-A LC inh2	BioA inh	FBA Mtb inh	CCHFV vOTU inh	FadD28 binding	GDH-TPI counter	BoNT-F LC inh
COc1ccccc1NC(=O)C1CCOC1=O (configuration not stated)	-1.6	6.5	-1.2	0.0	-0.8	-7.1	-1.1	15.9	?
O=S1(=O)CCC(=Nc2ccc(Cl)cc2)c2ccsc21	-0.9	1.7	-1.7	·	0.5	-10.2	-1.6	2.9	0.3
CCCCNC(=O)Nc1c(C(=O)OCC)[nH]c2ccccc12	3.4	-0.7	0.5	-0.1	4.4	12.9	-1.8	17.3	-3.7
Cc1ccc(NC(=O)COC(=O)C2COc3ccccc3O2)cc1S(=O)(=O)N1CCOCC1 (configuration not stated)	0.7	3.5	0.6	·	0.4	-8.1	-1.9	7.1	4.5

Main list (from the top)
SMILES	UGM FP inh	PrPC TRFRET	BoNT-A LC inh2	BioA inh	FBA Mtb inh	CCHFV vOTU inh	FadD28 binding	GDH-TPI counter	BoNT-F LC inh
COc1ccccc1NC(=O)C1CCOC1=O (configuration not stated)	-1.6	6.5	-1.2	0.0	-0.8	-7.1	-1.1	15.9	?
O=S1(=O)CCC(=Nc2ccc(Cl)cc2)c2ccsc21	-0.9	1.7	-1.7	·	0.5	-10.2	-1.6	2.9	0.3
CCCCNC(=O)Nc1c(C(=O)OCC)[nH]c2ccccc12	3.4	-0.7	0.5	-0.1	4.4	12.9	-1.8	17.3	-3.7
Cc1ccc(NC(=O)COC(=O)C2COc3ccccc3O2)cc1S(=O)(=O)N1CCOCC1 (configuration not stated)	0.7	3.5	0.6	·	0.4	-8.1	-1.9	7.1	4.5
COc1ccc(-c2[nH]ncc2/C=C(/C#N)C(=O)NC2CCCCCC2)cc1	3.6	2.2	-0.5	0.0	1.6	9.3	-3.1	15.8	-12.8
CCOC(=O)c1ccc(NC(=O)COc2cc3oc(=O)c(CC(C)O)c(C)c3cc2Cl)cc1 (configuration not stated)	-2.8	5.3	-1.1	-2.2	0.5	4.2	-0.9	2.0	-16.7
CC(C)CC(C(=O)OCC(=O)Nc1ncc(Cl)cc1Cl)N1C(=O)c2ccccc2C1=O (configuration not stated)	-1.0	-3.8	0.2	-0.7	-1.5	10.5	-5.0	7.9	3.2
O=c1c2ccc(Cl)cc2nc(-c2ccc([N+](=O)[O-])cc2)n1O	-1.5	-1.3	-2.0	0.3	1.1	8.0	-1.6	0.0	-17.3
CN1CCC(N(C)C(=O)CCc2nc3ccccc3c(=O)[nH]2)CC1	0.1	0.5	0.0	-3.9	0.2	-9.8	-2.8	-14.3	5.7
NC(=O)CSc1nc(N)c2c3c(sc2n1)CCCCC3	1.1	14.5	-0.2	-1.4	0.7	-2.4	-0.6	-2.8	-0.6
CC12CN(C(=O)c3ccccc3Br)CC(C)(CN(C(=O)c3ccccc3Br)C1)C2=O	1.7	-6.2	?	·	-6.7	3.4	-3.8	-14.2	?
Cc1ccc(Cn2cccc(NC(=O)CCC3CCCC3)c2=O)cc1	-1.1	9.6	1.2	5.6	3.2	5.6	-3.3	2.0	1.4
CCN(C(=O)COC(=O)c1ccc(C=O)cc1)c1c(N)n(Cc2ccccc2)c(=O)[nH]c1=O	2.0	-2.2	-0.4	-3.0	1.8	15.2	-9.4	-6.5	-2.6
COc1ccc(N2C(=O)CC(Sc3nc4ccccc4s3)C2=O)cc1 (configuration not stated)	2.6	7.8	-0.8	·	0.6	12.1	-4.0	6.6	-2.2
CCn1c(CC(=O)Nc2ccccc2C)nnc1SCC(=O)NC1=NCCS1	-2.9	9.3	-2.1	0.1	0.4	0.0	0.8	-5.2	-3.0
Cc1ccnc(N2CCC(C(=O)NNC(=O)c3ccncc3)CC2)n1	5.8	-3.1	-0.4	·	5.4	-5.5	-0.2	0.6	-4.0
O=c1[nH]c(CSc2nnc(NCCCN3CCOCC3)s2)nc2cc(Cl)ccc12	-1.7	2.3	2.1	-1.7	1.4	-6.3	0.5	1.6	3.2
COc1ccc(C)cc1NC(=O)C12CCC(C)(C(=O)O1)C2(C)C (configuration not stated)	4.0	-10.9	-0.9	-2.7	0.0	11.2	0.7	6.7	-12.6
COCCCN(C(=O)c1ccc2ccccc2n1)c1c(N)n(Cc2ccccc2)c(=O)[nH]c1=O	2.4	-6.0	4.0	0.4	5.5	1.1	-3.1	6.1	6.5
O=[N+]([O-])c1cnc2ccc3ccccc3c2c1	0.6	-33.5	2.1	-0.8	1.4	13.4	-4.4	15.6	3.7
O=C(CN1CCOCC1)NCc1ccc(F)cc1	3.7	-1.5	-3.4	0.1	-1.4	21.4	-2.4	-6.4	-4.4
Cc1ccc(S(=O)(=O)Cn2nnnc2C(CC(C)C)N2CCN(C)CC2)cc1 (configuration not stated)	-1.2	-7.4	1.0	·	0.5	-21.6	-5.5	-3.7	-0.8
Cc1c(NC(=O)c2c(NC(=O)CNC3CC3)sc3c2CCCC3)c(=O)n(-c2ccccc2)n1C	-1.5	1.3	-0.8	0.5	0.5	-17.4	-3.6	3.3	0.7
CC(C)[C@@H](C(=O)OCC(=O)c1ccc2c(c1)NC(=O)CO2)N1C(=O)c2ccccc2C1=O	·	-5.0	0.8	·	-2.6	4.8	-3.2	5.3	4.1
CC(=O)OC(C(=O)Nc1nncs1)c1ccccc1 (configuration not stated)	·	2.4	0.6	-3.6	0.3	14.7	-0.5	·	0.2
CC(C)(C)c1nn2cnnc2n(/N=C/c2ccc(O)cc2)c1=O	0.2	-5.6	-1.1	0.5	-1.9	15.2	-1.2	25.2	-7.7
O=C(Nc1ccc(F)cc1)C1COc2ccccc2O1 (configuration not stated)	-3.1	13.2	-0.4	1.7	-1.9	-0.6	·	-1.4	-15.5
O=C(O)c1ccc(C(S(=O)(=O)c2ccccc2)S(=O)(=O)c2ccccc2)cc1	·	-0.8	-0.2	0.4	-3.4	11.4	-3.7	3.5	-0.9
COc1cccc2cc(-c3nnc(SCC(=O)NCCc4ccccc4)n3C)oc12	-1.6	-3.0	-1.4	3.4	5.7	11.3	1.1	2.7	-4.6
COc1ccc(C2CCN(CC(=O)N(C)C)CC2O)cc1 (configuration not stated)	4.2	-8.8	-0.1	·	-2.3	5.8	-1.2	0.4	-1.3
CC(C)Oc1cccc(C(=O)C2CCCN(C(=O)c3cncs3)C2)c1 (configuration not stated)	-0.2	3.4	2.4	-1.5	-1.6	14.1	0.1	4.3	1.2
O=C(COC(=O)c1ccc2ncsc2c1)Nc1ccccc1Br	1.8	-5.7	0.2	3.9	5.5	-5.3	-0.5	3.0	-1.9
CCOc1cc(C2c3c(-c4ccccc4)n[nH]c3C(=O)N2c2ccc(C(=O)O)cc2)ccc1O (configuration not stated)	-1.5	-2.0	-0.5	·	0.2	4.0	-29.7	-7.6	-8.2
Cc1nc(NC(=O)COC(=O)C2CC2C)c(Cl)cc1Cl (configuration not stated)	1.5	-2.0	-0.4	0.3	-1.9	-5.0	-3.0	-8.6	-6.8
CCOC(=O)c1c(C)oc2c1c(C(c1cccnc1)N1CCOCC1)c(O)c1ccccc12 (configuration not stated)	-0.8	-4.0	0.3	·	-4.5	17.9	-4.7	0.6	10.3
NC(=O)c1c(/N=C/c2cccs2)sc2c1CCCC2	1.3	11.1	-0.3	-1.1	5.5	2.8	-1.9	-3.0	-6.8
COc1ccccc1NS(=O)(=O)c1cc(C(=O)NCC(c2ccco2)N2CCCCC2)ccc1C (configuration not stated)	-1.2	-5.3	4.8	·	4.2	7.7	-2.3	-1.4	0.1
CCOC(=O)c1c(NC(=O)CSc2nnnn2CC)sc(C)c1C	0.9	-3.2	-0.7	0.4	1.7	13.7	0.4	16.1	-32.4
COc1ccc(Cc2noc(CN(C)CCN3CCc4ccccc4C3)n2)cc1OC	-0.1	-3.4	0.5	-0.2	3.1	-13.5	-0.6	8.9	1.0
CCN(c1ccc(NC(=O)COC(=O)c2ccc(S(=O)(=O)N3CCCC3)cc2)cc1)C(C)C	-0.2	-1.6	-2.6	-0.5	-0.2	-4.5	-2.1	0.0	-9.6
O=C(Nc1cc(S(=O)(=O)N2CCOCC2)ccc1N1CCOCC1)c1c(F)cccc1Cl	-2.6	2.3	0.5	-0.1	1.0	8.3	-1.0	6.5	7.5
FC(F)(F)c1ccc(Cl)c(N/N=C/c2ccc(N3CCOCC3)s2)c1	0.4	5.4	-0.2	·	-0.8	19.3	-1.2	7.5	-23.8
Cc1ccc(/C=C2/Sc3ccc(C(=O)N4CCC5(CC4)OCCO5)cc3NC2=O)cc1	4.1	2.0	0.2	-4.2	1.4	4.7	3.1	13.9	4.8
O=C(c1n[nH]c(=O)c2ccccc12)N1CCN(c2ccccc2)CC1	-1.8	-5.3	-0.2	1.9	1.1	8.1	-1.5	5.3	-17.2
CC(=O)Nc1ccc(NC(=O)C2(C)Cc3c(-c4ccc5c(c4)OCO5)ccnc3O2)cc1 (configuration not stated)	·	16.0	-0.4	3.0	52.3*	5.5	-1.9	0.0	-1.7
O=C(c1ccccc1Cc1ccccc1)N1CCN(S(=O)(=O)c2ccccc2)CC1	-0.5	2.6	0.4	2.8	-2.7	11.9	0.3	-6.3	-0.7
COc1cccc(N(CC(=O)NC2CCCCC2)C(=O)CCC(=O)Nc2nccs2)c1	0.7	2.5	0.5	-3.4	3.3	2.8	-2.1	0.8	10.2
CC1CCN(Cc2cc(=O)oc3ccc4ccccc4c23)CC1	0.6	-0.9	?	·	0.0	-5.1	-1.6	-7.9	?
CN1C[C@@H]2[C@@H]3C(=O)N(C)C(=O)[C@@H]3[C@](Cc3ccccc3)(C1=O)N2C(=O)c1ccc(Cl)cc1	·	0.2	0.3	-1.3	0.6	-0.1	0.5	2.5	2.2
O=C1Nc2ccccc2C(c2ccccc2)=NC1O (configuration not stated)	2.3	6.5	-2.7	-2.3	8.1	-0.7	-1.0	1.7	13.4
Following part
SMILES	UGM FP inh	PrPC TRFRET	BoNT-A LC inh2	BioA inh	FBA Mtb inh	CCHFV vOTU inh	FadD28 binding	GDH-TPI counter	BoNT-F LC inh
CCOc1ccccc1NC(=O)CCS(=O)(=O)c1ccc(OC)cc1	-1.9	-2.2	0.3	·	-2.8	8.5	-3.2	3.5	3.1
Cc1ccc(/C=N/Nc2ccc(F)cc2)s1	1.5	2.6	1.1	-0.4	3.0	6.6	-0.8	-0.4	-4.6
COc1cc(Cl)cc(CN2CCC(CCC(=O)NC3CC3)CC2)c1OC	-2.0	4.0	1.6	0.3	0.8	9.1	-0.2	0.8	?
CN(Cc1cnccn1)C(=O)CC1C(=O)NCCN1CC(c1ccccc1)c1ccccc1 (configuration not stated)	1.2	1.8	-0.4	-0.2	-0.9	-16.6	-1.0	-2.4	1.2
COc1cccc(NC(=O)Cn2c(=O)oc3ccccc32)c1	0.3	-4.3	-1.2	·	6.2	-16.8	38.9*	-1.3	-2.5
Cc1cc2oc(=O)cc(-c3ccccc3)c2c(C)c1-c1ccc(O)cc1	·	2.0	-0.4	0.2	5.9	2.6	0.2	1.8	7.3
CC(C)(C)N(Cc1ccccc1)C(=O)COC(=O)CCN1C(=O)C2CC=CCC2C1=O (configuration not stated)	·	-7.6	1.0	0.9	0.7	5.5	-4.0	-10.2	-6.0
CC1CCc2nc(NC(=O)C3CCCO3)sc2C1 (configuration not stated)	-2.3	-7.0	2.4	-3.6	7.0	-9.1	1.9	8.1	6.5
Cc1c(NC(=O)c2ccc(S(=O)(=O)N3CC(C)OC(C)C3)cc2)c(=O)n(-c2ccccc2)n1C (configuration not stated)	0.0	2.1	-0.1	·	-0.6	-4.2	-4.3	-3.9	-2.3
Cc1nnc(N2CCOCC2)c2nn(-c3ccccc3)c(C)c12	-0.5	-12.6	1.9	·	1.9	-3.3	-2.6	-0.7	7.9
Cc1ccccc1C(=O)N1CCC(C(=O)N(CC(C)C)c2c(N)n(Cc3ccccc3)c(=O)[nH]c2=O)CC1	-1.5	-5.8	-1.2	-0.3	-0.5	-3.8	0.2	3.8	-1.6
O=C(COC(=O)c1ccc(O)cc1O)Nc1ccc(Cl)cn1	2.4	2.3	0.1	-6.4	9.1	-1.0	0.0	-2.5	5.1
Cc1cccc(CC2SC(N3CCN(c4ccccc4)CC3)=NC2=O)c1 (configuration not stated)	-0.4	2.7	0.5	·	5.7	-8.7	-2.8	2.5	1.1
CN(C)S(=O)(=O)c1ccc(NC(=O)Cc2ccc(S(=O)(=O)N3CCOCC3)s2)cc1	1.3	5.5	4.7	·	0.6	7.3	-0.1	-0.6	-0.1

High-throughput results: PubChem BioAssay, several laboratories
